Compound activity as filed in PubChem.
PHOSPHO1 inh = PubChem AID 1565. 290,000 compounds, 1.1% hits. inhibition, % at 13.3 µM. Phosphoethanolamine/phosphocholine phosphatase (Homo sapiens), Q8TCT1. recombinant PHOSPHO1, absorbance phosphatase assay; in the data active = inhibition above about 60%
Target sequence (Q8TCT1 whole entry, looked up): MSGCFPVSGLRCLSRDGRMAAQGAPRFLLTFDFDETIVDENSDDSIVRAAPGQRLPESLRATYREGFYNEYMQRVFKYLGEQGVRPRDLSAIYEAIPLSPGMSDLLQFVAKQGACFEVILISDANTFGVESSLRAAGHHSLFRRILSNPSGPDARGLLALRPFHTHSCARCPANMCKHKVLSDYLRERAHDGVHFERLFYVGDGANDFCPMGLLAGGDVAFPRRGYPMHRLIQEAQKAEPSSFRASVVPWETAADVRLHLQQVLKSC
M18AAP inhibitor = PfM18AAP inhibitors, malaria aminopeptidase, primary screen, biochemical, QFRET, recombinant enzyme | H-Glu-NHMec fluorogenic cleavage | inhibition, % at 7.35 µM | M18 aspartyl aminopeptidase (Plasmodium falciparum 3D7) | 290,000 compounds, 1.2% hits | AID 1822, 2009;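 active = inhibition above the campaign mean inhibition over all tested compounds plus 3 SD, cut at about 28% in these data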;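 also: 0% = plate median of test compound wells and 100% = 2 mM ZnCl2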
IDE cell inh = human IDE inhibitors in live cells, primary screen, fluorescence polarization, HEK cells, FAbetaB substrate | FAbetaB cleavage | inhibition, % at 5.59 µM | 320,000 compounds, 0.41% hits | AID 434962, 2010;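 active = percent inhibition above the average of all tested compounds plus 3 SD, set per screening campaign, cut at about 16% in these data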;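 also: IDE supplied by intact live HEK cells; FP after avidin binding of uncleaved biotin substrate so inhibition keeps polarization high; 0% = DMSO wells and 100% = 60 µM reference IDE inhibitor Ii1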
IMP-1 inh = IMP-1 metallo-beta-lactamase inhibitors, primary screen, biochemical, epi-absorbance readout, Pseudomonas aeruginosa enzyme; metallo-beta-lactamase IMP-1 (Pseudomonas aeruginosa); purified IMP-1, nitrocefin hydrolysis, epi-absorbance fluorescence; inhibition, % at 5.6 µM; 290,000 compounds, 0.45% hits; AID 1556, 2009;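 active = inhibition above the mean plus 3 SD of all compounds in the same screening run, cut at about 4.5% in these data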;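 also: 0% = IMP-1 with DMSO and 100% = DMSO wells lacking enzyme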
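System: purified recombinant IMP-1 beta-lactamase. Medium: Zinc- and detergent-supplemented HEPES buffer, pH 7.1. Compound: one 5.6 µM dose […]. Schedule: 15 min preincubation plus 25 min reaction at 25 °C. Technique: Epi-absorbance fluorescence, 480 nm excitation, 530 nm emission.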
VIM-2 inh = VIM-2 metallo-beta-lactamase inhibitors, primary screen, biochemical, epi-absorbance readout, Pseudomonas aeruginosa enzyme; inhibition, % at 5.6 µM; 290,000 compounds, 0.89% hits; purified VIM-2, nitrocefin hydrolysis, epi-absorbance fluorescence;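 active = inhibition above the mean of all tested compounds plus 3 SD, cutoff set per screening run, cut at about 7.5% in these data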;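 also: red hydrolysis product quenches plate fluorescence so inhibitors raise well fluorescence; 0% = enzyme with DMSO and 100% = DMSO without enzyme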
GPR7 antagonist = GPR7 receptor antagonists, primary screen, cell-based, fluorescence, single concentration. Neuropeptides B/W receptor type 1 (Homo sapiens), P48145. GPR7-expressing cells, fluorescence antagonist assay. inhibition, % at 4.4 µM. 290,000 compounds, 1.1% hits; in the data active = inhibition above about 16%, passing the limit was not always enough;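 also: cells stimulated with the agonist NPW; 0% = agonist with vehicle and 100% = vehicle without agonist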
Target sequence (P48145 whole entry, looked up): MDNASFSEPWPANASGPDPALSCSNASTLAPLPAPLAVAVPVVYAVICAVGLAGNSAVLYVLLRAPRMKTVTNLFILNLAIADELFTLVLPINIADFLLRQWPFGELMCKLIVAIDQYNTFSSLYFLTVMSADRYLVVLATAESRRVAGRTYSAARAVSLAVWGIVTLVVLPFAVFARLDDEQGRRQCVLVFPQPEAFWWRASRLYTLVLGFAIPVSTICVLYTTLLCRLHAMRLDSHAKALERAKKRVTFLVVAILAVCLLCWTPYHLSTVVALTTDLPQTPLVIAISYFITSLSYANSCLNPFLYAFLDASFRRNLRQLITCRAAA
IDE act = human IDE activators in live cells, primary screen, fluorescence polarization, HEK cells, FAbeta-B substrate; Insulin-degrading enzyme (Homo sapiens), P14735; FAbeta-B cleavage; 0% vehicle, 100% cell-free pure enzyme wells; activation, % at 5.96 µM; 340,000 compounds, 0.073% hits;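 active = activation above the mean of all tested compounds plus 3 SD, set per screening campaign, cut at about 17% in these data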
pCIP destab = p/CIP-EGFP fusion destabilizers, primary screen, fluorescence, F442A cells | 16 h | decrease of EGFP signal, % at 10 µM | 290,000 compounds, 0.01% hits;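 active = EGFP signal decrease of at least 30% at 10 µM or well 3 SD below plate mean, unless failing retest; inactive = the rest, including hits failing retest or dose response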; also: some compounds called inactive have numbers as strong as hits; many of its hits are not listed in these tables
NALP1 inh = NALP1 inflammasome inhibitors in reconstituted yeast, colorimetric, S. cerevisiae, triplicate retest; S. cerevisiae NALP1/ASC/caspase-1 growth, X-gal OD620, 72 h; inhibition, % at 10 µM; 280,000 compounds, 0.61% hits; in the data active = inhibition mostly above about 24%, no sharp cut-off; inactive = mostly below about 32%; also: some compounds called inactive have numbers as strong as hits
Starred values were filed as active, the others as inactive; . = not tested or not shown.

Below each compound – PHOSPHO1 inh | M18AAP inhibitor | NALP1 inh | IDE cell inh | VIM-2 inh | GPR7 antagonist | pCIP destab | IDE act | IMP-1 inh
COc1cccc(CNS(=O)(=O)c2ccc3c(c2)CC(C)N3C(=O)C2CC2)c1 (centres undefined)
  29.8 | 2.5 | 3.3 | -10.5 | -0.8 | 12.8 | -8.1 | 1.5 | -2.1
COc1ccc(CC(=O)Nc2c3c(nn2C(C)(C)C)CS(=O)(=O)C3)cc1OC
  13.7 | 0.9 | 8.3 | -1.5 | -3.3 | -13.9 | -9.1 | 2.1 | -1.3
CC1(C)CC(=O)C2=C(C1)OC(N)=C(C#N)C2c1cccs1 (centres undefined)
  7.6 | 5.2 | -9.2 | 1.7 | -1.5 | -4.5 | -18.8 | 1.1 | -0.5
CC(=O)c1ccc(Sc2nnnn2-c2ccccc2)c([N+](=O)[O-])c1
  -1.8 | 8.3 | 8.3 | 0.6 | -2.7 | -2.5 | 6.3 | -3.1 | -4.3
CCc1ccccc1NC(=O)CSc1nnc(Cn2cnc3ccccc32)o1
  7.8 | 1.9 | 2.9 | 2.2 | -2.1 | -8.4 | 5.0 | -4.0 | -2.9
O=C(N/N=C/c1ccc(O)cc1)c1ccncc1
  -5.7 | 5.1 | 16.2 | -1.7 | -2.6 | -7.7 | -14.8 | -2.6 | -2.3
Cc1nnc2sc(-c3ccc(NC(=O)c4ccc(-c5ccc(Br)cc5)o4)cc3)nn12
  . | 3.5 | . | . | 0.0 | -12.4 | . | . | -4.3
CCCCC(=O)N1CCN(c2nc3ccc(Br)cc3s2)CC1
  -16.2 | -1.0 | 1.7 | 24.8* | 0.1 | 7.6 | -14.9 | -22.3 | 0.2
O=C(CSc1nc(-c2ccccc2)cc(C(F)(F)F)n1)NCc1cccs1
  -4.0 | 1.3 | -5.2 | 1.9 | -1.5 | 2.4 | -14.8 | 0.4 | -1.9
CSc1sc(-c2ccnc(SCCS(C)(=O)=O)n2)c(-c2ccccc2)c1C#N
  29.0 | 1.4 | -4.4 | 8.8 | -2.2 | -6.8 | -15.2 | 2.5 | -0.7
COc1ccc(NC(=O)COC(=O)Cc2ccc(-c3ccccc3)cc2)c(OC)c1
  3.4 | 2.3 | 33.6 | -3.2 | -4.0 | -10.5 | 0.0 | 7.5 | -2.8
CCOc1ccc(NC(=O)C2CCN(C(=O)NCc3ccccc3)CC2)cc1
  -3.3 | 10.7 | 18.5 | -0.8 | -3.0 | -4.7 | -5.8 | 1.5 | -1.4
CC(C(=O)N1CCC(C(N)=O)CC1)N(c1ccc(Oc2ccccc2)cc1)S(C)(=O)=O (centres undefined)
  -3.2 | 5.5 | 7.2 | 4.0 | -1.4 | 0.0 | -7.0 | 0.5 | -3.4
CCN(CC)S(=O)(=O)c1cccc(C(=O)Nc2ccccc2C(=O)N2CCOCC2)c1
  -35.6 | -1.6 | 9.7 | 8.1 | -5.0 | -5.3 | -11.1 | 5.9 | -2.9
OCCNCC1(O)C2CC3CC(C2)CC1C3 (centres undefined)
  39.3 | -6.0 | -7.3 | -1.1 | 1.6 | -3.8 | 6.3 | -1.7 | -0.6

The listing continues.
Below each compound – PHOSPHO1 inh | M18AAP inhibitor | NALP1 inh | IDE cell inh | VIM-2 inh | GPR7 antagonist | pCIP destab | IDE act | IMP-1 inh
Cc1cc(C(=O)NNC(=O)CCN2CCN(c3ccccc3)CC2)c2ccccc2n1
  -7.1 | 1.8 | -2.3 | -4.2 | -2.3 | -8.6 | 11.7 | 2.3 | -1.9
COc1ccc(CNC(=O)CN2C(=O)COc3ccc(S(=O)(=O)N4CCOCC4)cc32)cc1
  29.8 | 2.3 | 2.6 | -1.0 | -5.8 | 8.0 | -8.0 | 9.8 | -1.1
CC(=O)c1ccc(S(=O)(=O)N2CCc3ccccc3C2)cc1
  8.5 | -3.4 | -68.8 | 0.6 | -1.1 | -1.4 | -11.3 | 3.4 | -1.7
Cc1ccc2cc(CN(Cc3nnnn3Cc3ccco3)CC3CCCO3)c(=O)[nH]c2c1C (centres undefined)
  -7.3 | 10.8 | . | 2.4 | -3.3 | -6.2 | -24.7 | 3.5 | -1.1
Cc1ccc(Cl)cc1NC(=O)c1ocnc1C
  20.7 | 1.2 | -1.6 | 0.3 | 0.1 | -14.9 | -4.1 | -3.0 | -0.5
Nc1ccc(-c2c3ccc(=O)cc-3oc3cc(O)ccc23)cc1C(=O)O
  39.9 | 13.9 | 12.8 | 16.7* | 70.3* | 29.4 | -477.2 | 47.4* | 51.2*
CCCSc1cc(N2CCN(C)CC2)nc(-c2ccc(OC)cc2)n1
  -2.1 | -6.9 | 16.3 | -0.4 | -0.4 | -6.6 | -8.5 | 2.3 | -1.5
O=[N+]([O-])C1=CC=C2C(=NC3(CCCCC3)N2O)C1=NC1CCCCC1
  -45.1 | -0.2 | 14.0 | 2.8 | -4.4 | -7.7 | -2.3 | 4.1 | -2.6
COc1ccc(C(=O)NNC(=O)c2ccc3ccccc3c2O)cc1
  . | 18.1 | -36.1 | -3.2 | -0.7 | -10.2 | -5.3 | 4.4 | -2.2
O=C(Cc1ccccc1)O/N=C1\CCCc2ccccc21
  48.9 | -0.6 | -4.9 | 2.9 | 0.1 | 1.6 | -2.3 | 3.9 | -1.4
CCOP(=O)(c1ccc(N(C)C)cc1)C(O)c1ccccc1F (centres undefined)
  29.2 | 2.4 | -59.1 | 1.7 | -3.1 | -9.9 | 7.4 | -1.6 | -2.4
O=C(NC1CC1)C1=C[C@H](c2ccc(C(F)(F)F)cc2)C[C@H](OCc2ccc(CO)cc2)O1
  31.7 | -3.3 | 4.3 | -1.0 | 0.2 | 1.6 | -2.9 | -0.8 | -0.3
COc1ccc(S(=O)(=O)N2CCOCC2)cc1NC(=O)COC(=O)C1=COCCO1
  43.6 | 1.1 | . | 2.1 | -0.7 | -5.1 | -2.4 | 9.3 | -3.0
CCc1ccc(C2=NN(C(=O)CCC(=O)O)C(c3cccs3)C2)cc1 (centres undefined)
  46.6 | -2.7 | 17.6 | -3.4 | -0.5 | -11.6 | 1.1 | 5.1 | 0.1
COC(=O)c1ccc(-c2nc(O)c(C)s2)cc1
  -112.6 | 12.2 | -1.8 | 4.6 | 0.7 | 5.5 | 18.0 | -6.9 | 0.2

Carrying on:
Below each compound – PHOSPHO1 inh | M18AAP inhibitor | NALP1 inh | IDE cell inh | VIM-2 inh | GPR7 antagonist | pCIP destab | IDE act | IMP-1 inh
CC(C)(C)c1csc(Sc2ncccc2[N+](=O)[O-])n1
  24.6 | -5.5 | 26.0 | 0.6 | -1.1 | -21.5 | -11.4 | 9.4 | -2.7
Cc1noc(NS(=O)(=O)c2ccc(NC(=O)c3oc4ccc(Cl)cc4c3C)cc2)c1C
  19.0 | -4.6 | 2.3 | 3.2 | -2.9 | -1.4 | 7.2 | 3.9 | -2.0
Cc1ccccc1Cn1c2ccccc2c2cn[nH]c(=O)c21
  6.3 | -2.9 | -7.3 | 0.9 | -0.5 | -6.2 | -14.1 | -1.2 | -1.4
COC(=O)c1ccc(C2CC(=O)NC3=C2C(=O)CCC3)cc1 (centres undefined)
  9.9 | 18.3 | 9.8 | -0.9 | 2.0 | -2.6 | 10.9 | 3.7 | 0.2
N#Cc1ccc(C(=O)Nc2nc(-c3cccs3)c(C(=O)C(F)(F)F)s2)cc1
  -8.6 | 0.6 | 26.9 | -0.6 | -3.8 | -20.1 | -8.7 | 3.3 | -3.5
CC1(C)CC(=O)C=C(NNC(=O)c2cccnc2)C1
  29.8 | 17.8 | 15.3 | 10.4 | -2.4 | -9.0 | -8.9 | . | -1.5
O=C(NNc1nc2c(F)cccc2s1)c1cc(=O)c2ccccc2o1
  19.8 | 30.4* | 14.2 | -1.2 | -3.7 | -22.6 | -5.4 | 0.9 | -2.9
CN1CCN(S(=O)(=O)c2ccc(NC(=O)c3ccc(F)cc3)cc2)CC1
  -24.6 | -20.2 | 5.3 | 1.4 | -1.4 | -6.8 | -6.1 | 1.1 | -2.6
CCc1nc(NCCC(C)C)c(C#N)c2c1CCCC2
  -10.9 | -1.2 | 5.7 | 1.1 | -3.1 | -1.4 | -5.5 | -0.7 | -4.6
CNC(=O)C(=O)NCC(c1cccs1)S(=O)(=O)c1ccc(F)cc1 (centres undefined)
  52.6 | -1.4 | -3.5 | 4.3 | -4.5 | -4.5 | -10.0 | -3.4 | -4.8
CNS(=O)(=O)c1cc(OC)c(OC)cc1CC(=O)OC
  -16.4 | -6.1 | 10.6 | -2.1 | 2.2 | 4.3 | 4.5 | 4.2 | -1.0
COC(=O)[C@]12C(=O)C(C)=C(O)[C@@]1(C)C(C)=CC1[C@@]34CC[C@@H](OC(C)=O)C(C)(C)C3C(C[C@]12C)OC4=O (some centres undefined)
  13.0 | . | 1.2 | 1.4 | . | . | -11.6 | -1.0 | .
CC1CCCCC1NCC(=O)NCc1ccc(F)cc1 (centres undefined)
  4.5 | -3.3 | -5.0 | -9.1 | -0.5 | 5.7 | 11.9 | 3.4 | -2.9
O=c1cnnc(Nc2ccc(Cl)c(C(F)(F)F)c2)[nH]1
  -12.6 | -3.9 | -4.5 | 0.7 | -0.3 | -10.7 | -9.5 | 3.0 | -2.7
Cc1ccc(S(=O)(=O)N(C#N)c2nc(C)cc(C)n2)cc1
  14.7 | -0.1 | -9.7 | -0.5 | -1.8 | -3.3 | -2.7 | -1.1 | -3.4
CCSc1nc(C)nc2c1oc1ccccc12
  5.8 | 9.2 | -0.7 | 3.9 | -1.9 | -11.4 | -8.0 | -4.2 | -2.1
COc1ccc(CC(=O)NCc2ccccc2Cl)cc1S(=O)(=O)N1CCOCC1
  . | -6.3 | . | 4.5 | 0.8 | -9.8 | . | 3.0 | -1.6
Nc1nc(Cl)cc(N2CCC(c3cc(-c4ccc(Cl)cc4)n[nH]3)CC2)n1
  20.2 | 8.1 | -12.4 | 8.5 | -3.1 | 37.8* | -25.1 | -22.9 | -2.1

Sorted by the number under PHOSPHO1 inh (high to low): four of the compounds above
Below each compound – PHOSPHO1 inh | M18AAP inhibitor | NALP1 inh | IDE cell inh | VIM-2 inh | GPR7 antagonist | pCIP destab | IDE act | IMP-1 inh
CNC(=O)C(=O)NCC(c1cccs1)S(=O)(=O)c1ccc(F)cc1 (centres undefined)
  52.6 | -1.4 | -3.5 | 4.3 | -4.5 | -4.5 | -10.0 | -3.4 | -4.8
CC(C)(C)c1csc(Sc2ncccc2[N+](=O)[O-])n1
  24.6 | -5.5 | 26.0 | 0.6 | -1.1 | -21.5 | -11.4 | 9.4 | -2.7
Cc1noc(NS(=O)(=O)c2ccc(NC(=O)c3oc4ccc(Cl)cc4c3C)cc2)c1C
  19.0 | -4.6 | 2.3 | 3.2 | -2.9 | -1.4 | 7.2 | 3.9 | -2.0
CCc1nc(NCCC(C)C)c(C#N)c2c1CCCC2
  -10.9 | -1.2 | 5.7 | 1.1 | -3.1 | -1.4 | -5.5 | -0.7 | -4.6
